STEP block: STEP phosphatase inhibitors, primary screen, biochemical, fluorescence intensity, uHTS; recombinant STEP, OMFP fluorogenic substrate; inhibition, % at 20 µM; 360,000 tested, 0.25% active;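 active means inhibition at 20 µM, scaled per plate between control wells, above about 37%, limit read from the data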;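 further: 0% = DMSO with enzyme and substrate and 100% = substrate only without enzyme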
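material = STEP tyrosine phosphatase | reagent = fluorogenic phosphatase substrate OMFP at 25 µM final | doses = single compound dose of 20 µM, 1% DMSO final | schedule = 20 min reaction, room temperature, in the dark | measured by = fluorescence, 480/540 nm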
CSN deneddyl inh: inhibitors of CSN-mediated cullin deneddylation, primary screen, biochemical, fluorescence polarization, uHTS; COP9 signalosome complex subunit 5 (Homo sapiens), Q92905; inhibition, % at 12.5 µM; 360,000 tested, 0.38% active; Purified CSN, SCF-Nedd8-OG deneddylation; AID 651999, 2013;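 active means pattern-corrected inhibition above about 35%, with an unprinted fluorescence ratio check between 0.5 and 1.5, limit read from the data, passing the limit was not always enough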;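 further: 0% = enzyme with substrate and 100% = substrate without enzyme; some results filed as inactive read as strong as hits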
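Test system: Human Csn5 produced in HEK293T cells | Compound: 12.5 µM single point | Times: 90 min, room temperature | Signal: Fluorescence polarization readout | Read-out basis: % inhibition of substrate cleavage by Csn5 | Controls: no-enzyme wells high, enzyme-with-substrate wells low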
Rpn11 block: Rpn11 (PSMD14) deubiquitinase inhibitors, primary screen, biochemical, fluorescence polarization, uHTS; 360,000 tested, 0.59% active; calls only at 20 µM; AID 588493, 2011; 26S proteasome non-ATPase regulatory subunit 14 (Homo sapiens), O00487; human 26S proteasome, Ub4-pepOG fluorescence polarization; 20S core pre-blocked with epoxomicin;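 active means inhibition at 20 µM, scaled to each plate's controls, above about 33%, limit read from the data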
NadD inh: inhibitors of S. aureus NadD, primary screen, biochemical, colorimetric, uHTS; AID 602399, 2012; inhibition, % at 20 µM; 360,000 tested, 0.78% active; purified NadD enzyme, colorimetric absorbance read-out; in the data active means inhibition above about 26%; further: some compounds past the cut are filed as inactive
LMPTP block: LMPTP phosphatase inhibitors, primary screen, biochemical, fluorescence intensity, uHTS. Low molecular weight phosphotyrosine protein phosphatase (Homo sapiens), P24666. 360,000 tested, 0.22% active. recombinant LMPTP-A, OMFP fluorogenic substrate. inhibition, % at 20 µM;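 active means compounds that cut the enzyme signal by at least half of the control window in the single-dose screen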;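 further: plate controls were DMSO wells with enzyme plus substrate for no effect and substrate without enzyme for full effect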
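material = LMPTP-A | quantity = 0.625 nM enzyme | reagent = OMFP substrate, 400 µM final | buffer or medium = Bis-Tris pH 6.0, DTT, detergent | detection = endpoint fluorescence intensity from OMFP dephosphorylation | dosing = single 20 µM dose | read-out basis = % inhibition relative to no-enzyme and uninhibited control wells | control set = no-enzyme and uninhibited controls | timing = 50 min at room temperature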
SUMO1-SIM PPI: modulators of SUMO1 protein-protein interactions, primary screen, biochemical, uHTS | Small ubiquitin-related modifier 1 (Homo sapiens), P63165 | AID 602429, 2012 | SUMO1 binding to a labelled peptide, TR-FRET, 1 h | inhibition, % at 20 µM | 360,000 tested, 0.33% active; in the data active means inhibition above about 37%
DNMT1 inh: human DNMT1 methyltransferase inhibitors, primary screen, biochemical, molecular beacon, fluorescence, HinP1I cleavage, uHTS. DNA (cytosine-5)-methyltransferase 1 (Homo sapiens), P26358. 360,000 tested, 0.83% active. inhibition (reported as % activation of signal), % at 10 µM; in the data active means inhibition above about 50%
Target sequence (P26358 504-1616 limits assumed): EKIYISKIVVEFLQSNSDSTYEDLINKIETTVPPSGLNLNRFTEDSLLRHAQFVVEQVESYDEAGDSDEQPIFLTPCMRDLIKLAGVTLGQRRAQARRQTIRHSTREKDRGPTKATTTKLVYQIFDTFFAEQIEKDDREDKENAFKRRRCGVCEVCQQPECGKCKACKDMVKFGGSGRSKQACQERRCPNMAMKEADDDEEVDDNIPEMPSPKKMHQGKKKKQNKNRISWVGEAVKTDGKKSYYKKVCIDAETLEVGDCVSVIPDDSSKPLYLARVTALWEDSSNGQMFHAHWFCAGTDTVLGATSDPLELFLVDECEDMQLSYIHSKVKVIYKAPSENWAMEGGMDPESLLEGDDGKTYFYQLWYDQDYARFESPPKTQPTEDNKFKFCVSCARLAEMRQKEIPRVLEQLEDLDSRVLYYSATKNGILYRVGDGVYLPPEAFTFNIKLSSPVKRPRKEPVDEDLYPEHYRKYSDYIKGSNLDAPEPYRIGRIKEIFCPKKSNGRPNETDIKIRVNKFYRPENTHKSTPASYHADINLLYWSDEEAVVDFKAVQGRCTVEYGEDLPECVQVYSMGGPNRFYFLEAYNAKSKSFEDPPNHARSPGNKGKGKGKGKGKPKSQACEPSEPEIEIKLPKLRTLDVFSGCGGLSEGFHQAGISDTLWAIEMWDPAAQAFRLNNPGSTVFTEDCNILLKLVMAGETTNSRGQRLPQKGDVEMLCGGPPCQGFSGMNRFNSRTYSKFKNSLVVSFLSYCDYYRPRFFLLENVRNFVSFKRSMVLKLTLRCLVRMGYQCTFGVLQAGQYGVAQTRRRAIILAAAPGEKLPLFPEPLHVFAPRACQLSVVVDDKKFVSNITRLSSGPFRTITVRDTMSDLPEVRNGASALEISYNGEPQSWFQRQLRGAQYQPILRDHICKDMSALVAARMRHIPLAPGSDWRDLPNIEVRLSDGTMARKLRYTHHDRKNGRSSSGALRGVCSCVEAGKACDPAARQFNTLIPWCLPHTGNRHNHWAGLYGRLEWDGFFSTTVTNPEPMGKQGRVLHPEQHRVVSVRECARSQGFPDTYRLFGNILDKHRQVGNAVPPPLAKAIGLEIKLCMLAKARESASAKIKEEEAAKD
Scp-1 inhibitor: Scp-1 phosphatase inhibitors, primary screen, biochemical, colorimetric, uHTS. Recombinant Scp1, phosphopeptide, malachite green phosphate absorbance. Carboxy-terminal domain RNA polymerase II polypeptide A small phosphatase 1 (Homo …. inhibition, % at 20 µM. 340,000 tested, 0.88% active;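 active means inhibition above about 50% at 20 µM, limit read from the data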;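 further: plate controls were DMSO wells with enzyme for no effect and wells lacking enzyme for full effect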
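Test system: SCP-1 catalytic domain; Buffer or medium: Acidic Tris acetate buffer with magnesium and detergent; Also added: Phosphorylated 17-residue peptide substrate; Compound: single 20 µM dose, 1% DMSO; Schedule: enzyme reaction 45 min at room temperature, colour 5 min, stabilisation 30 min; Signal: Phosphate-binding colour reagent, absorbance read at 630 nm.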
TbMetRS inhib: T. brucei MetRS inhibitors, primary screen, biochemical, luminescence; methionyl-tRNA synthetase (Trypanosoma brucei brucei); purified T. brucei MetRS, ATP depletion, Kinase-Glo luminescence; inhibition, % at 11.9 µM; 360,000 tested, 0.4% active;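 active means inhibition above a per-plate cutoff of the control wells' mean inhibition plus 3 SD, cut at about 5.5% in these data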;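 further: 0% = DMSO wells median and 100% = median of wells with control inhibitor compound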
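System: purified T. brucei MetRS enzyme / Detection: Kinase-Glo luciferase luminescence reporting remaining unconsumed ATP / Medium: HEPES buffer with MgCl2, KCl, DTT, spermine, BSA, pyrophosphatase / Replication: singlicate, one well per compound / Evaluation: percent inhibition relative to median high and low control wells / Schedule: 2 h aminoacylation at 25 °C after 15 min preincubation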
MsrA inh: bovine MsrA enzyme inhibitors, primary screen, biochemical, absorbance, HTS | Methionine sulfoxide reductase A (Bos taurus) | purified bovine MsrA, absorbance read-out | inhibition, % at 15.5 µM | 360,000 tested, 0.75% active; in the data active means inhibition above about 4.5%;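 further: 0% = vehicle wells with enzyme and 100% = reference inhibitor wells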
* = called active by the depositor; i = inactive; · = no result given.

Structure | SUMO1-SIM PPI | Rpn11 block | DNMT1 inh | NadD inh | MsrA inh | CSN deneddyl inh | Scp-1 inhibitor | STEP block | TbMetRS inhib | LMPTP block
COC(=O)CN1C(=O)C2(C(C#N)=C(N)Oc3n[nH]c(-c4cccs4)c32)c2ccccc21 (stereo not drawn) | 5 | i | -4 | -1 | -0.6 | 1 | 1 | 1 | -0.5 | -0.5
CCSc1nc2ccccc2n1CC(=O)OC | 3 | i | -1 | -2 | -0.8 | 4 | -2 | -3 | -0.9 | 0.2
CC1(NC(=S)Nc2ccccc2)CCS(=O)(=O)C1 (stereo not drawn) | 4 | i | 5 | -4 | 0.5 | 2 | 3 | 2 | -0.5 | -0.6
Cc1cccc(C2NC(=O)c3ccccc3O2)c1 (stereo not drawn) | 4 | i | -3 | -8 | 1.2 | 1 | -12 | 1 | 0.2 | 0.2
Cc1ccc(S(=O)(=O)Nc2ccccc2-c2nc3ccccc3[nH]c2=O)cc1 | -15 | i | 1 | -2 | 1.2 | -4 | -7 | -4 | -0.1 | -0.4
CCCCN1C[C@H](COC(=O)CCC)Oc2cccc(F)c2S1(=O)=O | 0 | i | 4 | 3 | -0.7 | 0 | -14 | -1 | -0.2 | 0.1
COC(=O)c1ccc(NC(=O)CSc2nncc3ccc(OC)c(OC)c23)cc1 | -5 | i | -3 | 8 | -1.2 | 2 | 8 | 5 | -0.2 | 1.0
O=C(N/N=C/c1ccccn1)c1cc(-c2ccc(Br)cc2)nc2ccccc12 | 2 | i | -6 | 32* | -0.4 | -3 | -1 | -1 | -0.9 | 6.0
COc1cc(C(=O)NCCOc2cccc(C)c2)c(Br)c(OC)c1OC | 2 | i | -3 | 1 | -0.7 | -1 | 3 | 4 | 0.1 | -0.9
Cc1ccc(C2=NC3(CCCCCC3)NC2=S)cc1 | 5 | i | 8 | -8 | 0.0 | 2 | -5 | -2 | -0.1 | -1.6
COc1ccccc1CC(=O)Nc1cccc(F)c1 | 10 | i | 1 | 3 | 0.7 | -4 | -5 | 3 | 0.1 | -0.1
CCOc1ccc(NC(=O)Nc2nnc(CC)s2)cc1 | 4 | i | -1 | -1 | -0.3 | -1 | -19 | 0 | -1.4 | 0.9
O=C(CCN1C(=O)/C(=C/c2cccs2)SC1=S)N1CCCCC1 | -26 | i | 1 | 1 | 0.4 | 8 | -7 | 0 | -0.3 | 2.0
COCCCN1C(=O)C(CC(=O)NC(c2ccccc2)c2ccccc2)CC(C(=O)N(C(C)C)C(C)C)=C1C (stereo not drawn) | -1 | i | -3 | 3 | 0.7 | 1 | · | 0 | -0.2 | -1.2
O=c1[nH]c2ccccc2c2ccccc12 | 2 | i | 5 | -2 | -1.0 | -1 | -4 | -1 | 0.1 | 0.2
CCCCN1CC(COCc2ccccc2)Oc2cccc(N3CCCC3)c2S1(=O)=O (stereo not drawn) | -2 | i | 5 | 7 | 0.8 | 3 | 1 | 2 | 0.1 | 3.5
Cc1cc(N2CCN(Cc3ccccc3)CC2)n2nc(C)c(-c3ccccc3)c2n1 | 1 | i | -13 | -3 | -0.4 | 0 | 0 | 2 | -0.5 | 3.7
Cc1cc(C(=O)NNC(=O)Nc2ccccc2)no1 | 3 | i | -4 | 5 | -0.4 | -1 | -9 | -3 | 2.8 | 2.1
O=C(COC(=O)/C=C/c1cccc(C(F)(F)F)c1)NC(c1ccccc1)c1ccccc1 | -6 | i | 56* | 3 | -0.5 | -4 | -4 | 3 | -0.2 | -1.4
c1ccc(-c2ccccc2OCCCN2CCOCC2)cc1 | 0 | i | 4 | -2 | 0.1 | -5 | -3 | 0 | -0.6 | 0.1
COc1ccc2c(c1)C(NS(=O)(=O)OCC(Cl)(Cl)Cl)CCC2 (stereo not drawn) | 9 | i | 3 | -10 | 0.9 | -2 | 0 | 0 | -0.3 | 0.3
COc1ccc(CNC(=O)C[C@H]2C[C@H](C(=O)N3CCOCC3)[C@@]3(C)c4[nH]c5cc(CCC(=O)N(C)C)ccc5c4CCN3C2=O)cc1OC | 3 | i | -1 | 5 | 0.6 | -3 | 4 | 2 | 0.1 | 0.4
NC(CC(=O)OC1CCCCC1)C(=O)OC1CCCCC1 (stereo not drawn) | 2 | i | 1 | -8 | 0.3 | -1 | 3 | 6 | -0.6 | -1.9
CCCCn1c(N)c(N(C(=O)CSc2nncn2-c2ccccc2C)C2CCCC2)c(=O)[nH]c1=O | 2 | i | 1 | 3 | 0.0 | -8 | 0 | -6 | -0.3 | -1.1

Reformatted with two lines to a compound: entries from further up.
The line under a structure holds: SUMO1-SIM PPI, Rpn11 block, DNMT1 inh, NadD inh, MsrA inh, CSN deneddyl inh, Scp-1 inhibitor, STEP block, TbMetRS inhib, LMPTP block
O=C(CCN1C(=O)/C(=C/c2cccs2)SC1=S)N1CCCCC1
→ -26, i, 1, 1, 0.4, 8, -7, 0, -0.3, 2.0
COCCCN1C(=O)C(CC(=O)NC(c2ccccc2)c2ccccc2)CC(C(=O)N(C(C)C)C(C)C)=C1C (stereo not drawn)
→ -1, i, -3, 3, 0.7, 1, ·, 0, -0.2, -1.2
O=c1[nH]c2ccccc2c2ccccc12
→ 2, i, 5, -2, -1.0, -1, -4, -1, 0.1, 0.2
CCCCN1CC(COCc2ccccc2)Oc2cccc(N3CCCC3)c2S1(=O)=O (stereo not drawn)
→ -2, i, 5, 7, 0.8, 3, 1, 2, 0.1, 3.5
Cc1cc(N2CCN(Cc3ccccc3)CC2)n2nc(C)c(-c3ccccc3)c2n1
→ 1, i, -13, -3, -0.4, 0, 0, 2, -0.5, 3.7
Cc1cc(C(=O)NNC(=O)Nc2ccccc2)no1
→ 3, i, -4, 5, -0.4, -1, -9, -3, 2.8, 2.1
O=C(COC(=O)/C=C/c1cccc(C(F)(F)F)c1)NC(c1ccccc1)c1ccccc1
→ -6, i, 56*, 3, -0.5, -4, -4, 3, -0.2, -1.4

Continuation.
Structure | SUMO1-SIM PPI | Rpn11 block | DNMT1 inh | NadD inh | MsrA inh | CSN deneddyl inh | Scp-1 inhibitor | STEP block | TbMetRS inhib | LMPTP block
Cc1ccccc1-c1n[nH]c(=S)n1C | 3 | i | 1 | 0 | -0.5 | 2 | -9 | -3 | -0.4 | -1.4
COc1ccc2[nH]c(C(=O)NCCCN3CCCC3=O)c(C)c2c1 | -2 | i | 2 | 2 | 0.0 | 5 | -1 | 1 | -0.1 | -0.9
CC(C)Cn1c(/C=N/Nc2nc3ccccc3[nH]2)nc2ccccc21 | -2 | i | 7 | 9 | 2.6 | -6 | -2 | 3 | -0.1 | 5.0
COc1ccc(CNC(=O)CCN2C(=O)c3ccccc3C2=O)cc1 | -4 | i | 1 | -1 | 0.3 | 3 | 9 | 0 | -0.3 | -1.4
O=S(=O)(Nc1ccc(S(=O)(=O)N2CCCCC2)cc1)c1ccc(Br)s1 | 3 | i | 0 | -3 | -0.8 | -4 | -20 | -2 | -0.9 | 1.5
O=S(=O)(NCC1CCCO1)c1ccc(S(=O)(=O)N2CCCC2)cc1 (stereo not drawn) | 2 | i | 4 | 6 | -0.3 | 3 | -5 | -1 | -0.4 | -0.4
O=C(c1ccc(CS(=O)(=O)c2ccc(Br)cc2)o1)N1CCN(c2ccccn2)CC1 | 4 | i | 8 | -8 | -0.4 | 2 | 12 | 3 | -0.3 | 2.7
CN(Cc1ccccc1)C1=CC(=[N+]2CCCCC2)CC(C)(C)C1 | -2 | i | 2 | 14 | 4.7* | -2 | 104* | 0 | 0.0 | 2.1
COc1ccc(-c2csc(NC(=O)c3ccc(N4C(=O)CCC4=O)cc3)n2)cc1OC | 1 | i | -6 | -4 | 1.1 | -5 | 0 | -5 | -1.1 | 0.0
CC1Cc2[nH]c(=S)[nH]c(=O)c2C(c2ccc(C(C)C)cc2)O1 (stereo not drawn) | -3 | · | · | 2 | 1.3 | 5 | · | · | -2.0 | -3.8
CCOC(=O)N1CCN(C(=O)C2CCCN(S(=O)(=O)c3ccc(F)cc3)C2)CC1 (stereo not drawn) | 0 | i | 0 | -2 | 0.1 | 0 | -1 | 2 | -0.7 | 0.0
O=C(NNC(=O)c1ccccc1Br)c1cccs1 | 3 | i | 0 | -8 | 1.2 | 3 | -1 | 2 | 0.4 | -0.7
C/C(N)=C(/C#N)C(=O)COC(=O)c1ccc(O)cc1 | -3 | i | 1 | 1 | -1.0 | 3 | -7 | -2 | -1.1 | 2.1
Cc1ccccc1C(=O)OCCN1CCOCC1 | 2 | i | 0 | 0 | 0.3 | 3 | -10 | -2 | 0.3 | -0.4
COc1c(C)cc(C(=O)C2CCCN(C(=O)c3cc(C)n(C)n3)C2)cc1C (stereo not drawn) | 4 | i | 1 | -8 | 0.8 | 4 | -9 | 0 | -0.4 | -1.8
O=C(NC1=NCCS1)c1ccc(Cl)c(S(=O)(=O)N2CCOCC2)c1 | 2 | i | 0 | 0 | 0.5 | -6 | -3 | 1 | -0.7 | -2.2
COc1ccc(Cc2nnc(NN)[nH]c2=O)cc1OC | 1 | i | 1 | -3 | 0.1 | 0 | -9 | 2 | -0.1 | 0.8
C[n+]1ccc(/C=C/c2c[nH]c3ccc(F)cc23)cc1 | -60 | · | 8 | 10 | 0.8 | 66 | 24 | -5 | -0.3 | 2.5

Bioassay records (PubChem)
